Assay outcomes as filed in PubChem.
HepG2 viability – counter-screen for TGF-b inhibitors: cytotoxicity in HepG2 cells; hit rate 0.76% among 410,000; HepG2 CAGA-GFP viability, ATP luminescence, 18 h; AID 588856; Potency, µM (highest dose often 46.1 µM), for inactives: top-dose activity change, negative = cytotoxicity, most hits filed as cytotoxic; note: potency is the fitted concentration of half-maximal effect; some results filed as inactive show a strong effect at the top dose
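HepG2 CAGA-GFP cells (1000/well, DMEM with 1% FBS) received compound, then TGF-beta at 500 pg/mL final, and were incubated 18 hours at 37 degrees C. Viability was read by CellTiter-Glo luminescence. Media-only wells were set as complete cell-killing and DMSO as no toxicity.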
IL2 activator – activators of IL-2; AID 652025; IL-2 activation reporter assay, cell-based qHTS; stimulated with anti-CD3/CD4/CD28 beads; in transgenic mouse T cells; hit rate 0.065% among 360,000; activation, % (series mostly up to about 46 µM); in the data active = activation above about 50%; inconclusive = mostly about 30% to 49%; note: 0% is about no effect
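Quantitative HTS in unstimulated transgenic mouse T cells, with memory T cells as non-tolerant control and PMA/ionomycin as tolerance-bypass control. Compound pretreatment lasted 60 minutes before 18 h bead stimulation; EGFP/DsRed fluorescence read.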
TGFb inhibitor – inhibitors of TGF-b signaling. HepG2 CAGA-GFP TGF-b/SMAD3 reporter, GFP fluorescence, 18 h; TGF-beta stimulated, 500 pg/mL final. Potency, µM (highest dose often 46.1 µM), without a hit: top-dose activity, negative = inhibition, most hits filed as inhibitors. hit rate 1.2% among 410,000. AID 588855; note: potency is the fitted concentration of half-maximal effect; % is set by controls: 0 for no effect and ±100 for the full control effect; nearly all actives have a fitted effect of over 65% in size
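Per well, imaged GFP fluorescence of HEPG2 CAGA-GFP cells gives the signal; cells get compound, then TGF-beta (500 pg/mL final), 18 h at 37 degrees C; %Activity versus -TGF-beta and +DMSO controls.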
Nrf2 activator – activators of Nrf2 (ARE) signaling; AREc32 ARE-luciferase reporter (MCF7-derived line), luminescence, 24 h; hit rate 0.31% among 410,000; Potency, µM (doses to about 46.1 µM), inactives show at the highest dose activation, usual class: activators; note: potency is the fitted concentration of half-maximal effect; % of control where 0% means no effect; nearly all actives have a fitted effect of over 65% in size
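Each well held 1000 AREc32 cells, which were incubated with compound for 24 hr at 37 deg C after overnight attachment, and ARE reporter activity was quantified by firefly luciferase luminescence.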
EPAC2 agonist – activates human EPAC2 exchange factor; EPAC2 activation, biochemical qHTS; response scale: 100% = 6.5 mM cAMP response; Potency, µM (titrated, usually from 154 µM), without a hit: at the top dose activation, hits mostly activators; hit rate 0.079% among 360,000; AID 720711; note: potency is the fitted concentration of half-maximal effect; nearly all actives have a fitted effect of over 50% in size
Target sequence (Q8WZA2 whole entry, looked up): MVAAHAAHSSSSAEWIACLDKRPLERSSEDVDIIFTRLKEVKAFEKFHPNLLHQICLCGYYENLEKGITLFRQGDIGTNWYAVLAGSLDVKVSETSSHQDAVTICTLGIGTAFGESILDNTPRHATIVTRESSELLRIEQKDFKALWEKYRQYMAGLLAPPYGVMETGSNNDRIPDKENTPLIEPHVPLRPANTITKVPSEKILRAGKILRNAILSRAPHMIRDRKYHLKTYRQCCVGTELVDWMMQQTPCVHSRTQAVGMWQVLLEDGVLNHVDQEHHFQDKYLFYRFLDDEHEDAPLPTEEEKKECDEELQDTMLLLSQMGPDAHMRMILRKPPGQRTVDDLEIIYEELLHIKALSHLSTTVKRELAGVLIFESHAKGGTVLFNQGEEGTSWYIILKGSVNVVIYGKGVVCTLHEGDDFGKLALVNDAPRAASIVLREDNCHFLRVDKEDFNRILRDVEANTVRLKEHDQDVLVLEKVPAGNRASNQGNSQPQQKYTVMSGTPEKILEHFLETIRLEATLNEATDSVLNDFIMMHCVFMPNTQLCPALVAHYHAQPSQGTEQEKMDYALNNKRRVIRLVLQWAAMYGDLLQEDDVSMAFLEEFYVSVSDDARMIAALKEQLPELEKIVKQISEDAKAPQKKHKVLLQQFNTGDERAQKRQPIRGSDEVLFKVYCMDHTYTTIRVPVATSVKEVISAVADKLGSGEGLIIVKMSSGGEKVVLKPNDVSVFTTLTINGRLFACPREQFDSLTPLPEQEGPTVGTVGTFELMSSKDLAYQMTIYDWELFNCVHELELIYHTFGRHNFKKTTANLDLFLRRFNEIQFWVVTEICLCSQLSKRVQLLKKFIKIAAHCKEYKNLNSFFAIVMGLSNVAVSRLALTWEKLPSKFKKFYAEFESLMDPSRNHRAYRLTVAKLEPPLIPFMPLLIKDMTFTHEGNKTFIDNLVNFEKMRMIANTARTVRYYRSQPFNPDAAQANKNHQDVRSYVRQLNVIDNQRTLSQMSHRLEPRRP
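Exchange assay: 100 nM EPAC2 with 250 nM Rap1B-BODIPY-GDP and 50 uM GDP. Fluorescence (ex 480/em 540 nm) read every 5 min for 30 min at room temperature. Data normalized to 6.5 mM cAMP as agonist control.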
ATXN2 expr inh – reduces ATXN2 reporter expression in HEK-293 cells | hit rate 0.72% among 360,000 | HEK-293 ATXN2-luciferase reporter, luminescence, 24 h | Potency, µM (top dose mostly 57 µM), for inactives: top-dose activity change, negative = inhibition, hits mostly inhibitors | AID 1745845; note: potency is the fitted concentration of half-maximal effect; % is set by controls: 0 for no effect and ±100 for the full control effect; nearly all actives have a fitted effect of over 55% in size
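ATXN2-luciferase reporter cells (luciferase flanked by upstream and downstream ATXN2 gene portions) were treated 24 h at 37 °C with compounds at up to 57 uM. SteadyGlo luminescence gave expression; GF-AFC fluorescence gave viability.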
S2 tox – reduces viability in counter-screen for ATXN expression inhibitors | S2 cells (HEK-293 line with an ATXN2-luciferase reporter) viability, CellTiter-Fluor protease fluorescence, 24 h | Potency, µM (series often up to 56.7 µM), usual class: cytotoxic | hit rate 0.49% among 400,000; note: potency is the fitted concentration of half-maximal effect; nearly all actives have a fitted effect of over 40% in size
A549 tox – A549 cytotoxicity, counter-screen for Nrf2 inhibitors. A549 ARE-Fluc cells, CellTiter-Fluor viability, 18-24 h. Potency, µM (titrated, usually from 46 µM), inactives show at the top dose activity change, negative = cytotoxicity, hits mostly inhibitors. hit rate 0.16% among 390,000. AID 504648; note: potency is the fitted concentration of half-maximal effect; % is set by controls: 0 for no effect and ±100 for the full control effect
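A549 ARE-Fluc cells in 5% FBS OPTI-MEM, 5000 cells/well, rested 2 h then exposed to compounds in concentration-response for 18-24 h at 37 °C. Viability by CellTiter-Fluor fluorescence (Ex 405/Em 525) after 30 min; luciferase luminescence (BugLite, 15 min, RT) read afterwards.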
Nrf2 block – blocks Nrf2 signaling. A549 ARE-Fluc reporter, luciferase luminescence, 18-24 h. Potency, µM (titrated, usually from 46 µM), inactives show top-dose activity change, negative = inhibition, hits mostly inhibitors. hit rate 2.1% among 360,000. AID 504444; note: potency is the fitted concentration of half-maximal effect; % is set by controls: 0 for no effect and ±100 for the full control effect; nearly all actives have a fitted effect of over 60% in size
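Nrf2 function is reported as luminescence of an ARE-controlled luciferase in A549 cells. Compounds were tested at several concentrations, and a CellTiter-Fluor read on the same wells flagged cytotoxicity.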
An asterisk follows results filed as active; i = inactive; u = inconclusive; x = not tested or not shown; & = joins results of further samples; [ ] = another dose, or the depositor's remark. Unless noted, calls come from the whole dose curve; as a rule, active = well fitted curve in the direction sought with a large enough effect; inconclusive = small, poorly fitted or top-dose-only effect, or another doubt; inactive = no such curve, though single readings can be large; an effect the other way counts as inactive or inconclusive.

SMILES	HepG2 viability	IL2 activator	TGFb inhibitor	Nrf2 activator	EPAC2 agonist	ATXN2 expr inh	S2 tox	A549 tox	Nrf2 block
C[C@H](CO)NC(=O)[C@H](C)[C@@H]1C[C@@]1(C)[C@@H](NC(=O)OCc1ccccc1)c1ccccc1	-26%	1.0	-1%	-0.7%	12%	-1%	i	11%	-4%
CCOc1ccccc1-c1noc(CCC(=O)NC2CCCCC2)n1	10%	-0.3	11%	-0.4%	3%	-5%	i	-7%	-11%
COc1ccc(-c2nsc(SCC(=O)Nc3cc(C)on3)n2)cc1	2%	1.1	6%	-0.1%	4%	-36%	u	-9%	5%
Nc1c(C(=O)Nc2ccc3c(c2)OCCO3)nnn1Cc1ccccc1	4%	-1.2	6%	3.1%	-8%	81%[activator]	u	-8%	u
CCc1cc(/C(Cc2cscn2)=N\O)c(O)cc1O	-29%	2.5	0%	3.2%	-7%	-2%	i	-2%	9%
Cc1ccc(C)c(NS(=O)(=O)c2cc3c(cc2C)n(C)c(=O)c(=O)n3C)c1	-2%	x	-20%	-0.1%	x	9%	i	7%	-11%
COc1ccc(-c2cn(CCc3c[nH]c4ccccc34)nn2)cc1	0%&-20%	-0.1	u	5.1%	4%	u	u	-3%	-2%
COc1ccc(-c2cc(=O)oc3cc(OC(=O)C4CCCCC4)ccc23)cc1	-21%	-2.2	7%	-0.2%	10%	x	x	3%	5%
NC(=O)C1CCN(C2=C(Cl)C(=O)c3ccccc3C2=O)CC1	7.1µM*	-2.5	u	26%	3%	u	u	x	-12%
O=C(NNc1nc2ccccc2s1)Nc1ccc(F)cc1	-19%	-0.4	-21%	11%	7%	x	i	0%	12%
CC(NC(=O)c1ccc(CS(C)(=O)=O)cc1)c1cccc2ccccc12 (stereo not given)	14%	-0.3	23%	-0.3%	4%	-2%	i	-3%	-16%
Cc1ccccc1C(=O)NCc1nnc(SCC(=O)N2CCN(c3ccccc3)CC2)n1C	0%	-2.2	-10%	-0.8%	-11%	-6%	i	-12%	-17%
Nn1c(COc2cccc(Br)c2)nnc1SCC(=O)NCC1CCCO1 (stereo not given)	2%	-0.1	7%	-1.3%	3%	-13%	i	5%	7%
Cc1ccc(S(=O)(=O)N2CCCC2C(=O)NCCc2ccccc2)cc1 (stereo not given)	-2%	-2.8	12%	0.2%	0%	-20%	i	-1%	4%
Brc1c(CSc2nncn2-c2ccccc2)nc2ncccn12	-2%	-1.7	12%	0.1%	10%	5%	i	-7%	2%
Cc1cc(NC(=O)CCN2C(=O)/C(=C\c3ccccc3)SC2=S)no1	-23%	-1.5	-5%	2.0%	11%	-5%	i	1%	9%
O=S(=O)(Nc1cccc(Cl)c1)c1ccc2[nH]c3c(c2c1)CCCCCC3	20µM*	x	11µM*	-0.1%	x	u	x	u	x
COc1ccc(N2CCN(S(=O)(=O)c3cc4c(cc3C)NC(=O)CO4)CC2)cc1	4%	-1.6	-3%	-0.4%	5%	-3%	i	7%	17%
COC(=O)/C(=C\c1cc(OC)c(OC)c(OC)c1)c1nc2ccccc2[nH]1	-19%	-3.8	1%	4.1%	4%	-5%	i	u	-21%
O=C(COC(=O)c1ccc(Br)c(S(=O)(=O)N2CCOCC2)c1)NCC1CCCO1 (stereo not given)	0%	-0.1	13%	-0.4%	4%	3%	i	-8%	22%

Shown as a hit in TGFb inhibitor, among the entries above:
| SMILES | TGFb inhibitor | Nrf2 activator |
| --- | --- | --- |
| O=S(=O)(Nc1cccc(Cl)c1)c1ccc2[nH]c3c(c2c1)CCCCCC3 | 11µM* | -0.1% |

Single records, from the list above. Order of screens: HepG2 viability	IL2 activator	TGFb inhibitor	Nrf2 activator	EPAC2 agonist	ATXN2 expr inh	S2 tox	A549 tox	Nrf2 block
Profile of O=S(=O)(Nc1cccc(Cl)c1)c1ccc2[nH]c3c(c2c1)CCCCCC3 : 20µM*	x	11µM*	-0.1%	x	u	x	u	x
Profile of NC(=O)C1CCN(C2=C(Cl)C(=O)c3ccccc3C2=O)CC1 : 7.1µM*	-2.5	u	26%	3%	u	u	x	-12%
Profile of O=C(NNc1nc2ccccc2s1)Nc1ccc(F)cc1 : -19%	-0.4	-21%	11%	7%	x	i	0%	12%
Profile of Cc1ccc(S(=O)(=O)N2CCCC2C(=O)NCCc2ccccc2)cc1 (stereo not given) : -2%	-2.8	12%	0.2%	0%	-20%	i	-1%	4%
Profile of Nn1c(COc2cccc(Br)c2)nnc1SCC(=O)NCC1CCCO1 (stereo not given) : 2%	-0.1	7%	-1.3%	3%	-13%	i	5%	7%

The listing picks up; the four compounds before the break are reprinted first.
SMILES	HepG2 viability	IL2 activator	TGFb inhibitor	Nrf2 activator	EPAC2 agonist	ATXN2 expr inh	S2 tox	A549 tox	Nrf2 block
O=S(=O)(Nc1cccc(Cl)c1)c1ccc2[nH]c3c(c2c1)CCCCCC3	20µM*	x	11µM*	-0.1%	x	u	x	u	x
COc1ccc(N2CCN(S(=O)(=O)c3cc4c(cc3C)NC(=O)CO4)CC2)cc1	4%	-1.6	-3%	-0.4%	5%	-3%	i	7%	17%
COC(=O)/C(=C\c1cc(OC)c(OC)c(OC)c1)c1nc2ccccc2[nH]1	-19%	-3.8	1%	4.1%	4%	-5%	i	u	-21%
O=C(COC(=O)c1ccc(Br)c(S(=O)(=O)N2CCOCC2)c1)NCC1CCCO1 (stereo not given)	0%	-0.1	13%	-0.4%	4%	3%	i	-8%	22%
CCN(CC)CCOC(=O)c1cccc(Cl)c1	6%	-0.4	8%	-1.1%	8%	3%	i	-5%	-7%
CCCn1c(SCC(=O)N2CCN(C(=O)c3ccco3)CC2)nc2ccccc2c1=O	-9%	-0.1	-11%	0.2%	9%	-7%	i	1%	u
Cc1csc2c(N3CCN(S(=O)(=O)c4ccc(Cl)cc4)CC3)ncnc12	-6%	-0.1	-10%	-0.8%	9%	-13%	i	5%	u
CCOc1ccc(NC(=O)c2cc(=O)c3cc(CC)ccc3o2)cc1	7%	x	-20%	-0.3%	x	-6%	i	-7%	-2%
CC(C(=O)N=c1sc2ccccc2n1C)N1C(=O)C2CC=CCC2C1=O (stereo not given)	8%	-1.0	4%	3.8%	9%	19%	i	u	6%
CCCn1c(=N)n(CC(O)COc2cccc(C)c2)c2ccccc21 (stereo not given)	-55%	-2.1	-1%	-0.2%	2%	u	u	18%	1%
CCOC(=O)C(C)Oc1c(Br)cc(C2NC(=O)NC(C)=C2C(C)=O)cc1OCC (stereo not given)	-4%	-1.1	2%	-0.8%	8%	11%	i	-3%	x
Cc1ccc(-c2noc(CN(C(=O)c3cccc(Br)c3)C(C)C)n2)cc1	-17%	-3.8	u	0.3%	11%	-25%	i	6%	u
CCCN(C(=O)c1ccccc1N)c1c(C)n(C)n(-c2ccccc2)c1=O	-13%	4.2	-2%	0.5%	-4%	-9%	i	-1%	0%
CC(=O)Nc1c(O)nc(SCc2ccc(Cl)cc2)[nH]c1=O	2%	-1.5	7%	-0.2%	3%	3%	i	-10%	u
CC(OC(=O)c1cccc(-n2cnnn2)c1)C(=O)Nc1ccc(F)c(F)c1F (stereo not given)	-7%	-7.0	1%	2.2%	-3%	-14%	i	-1%	-16%
Cc1ccc(NC(=O)Cc2coc3ccc(C(C)C)cc23)c(C)c1	-43%	x	u	-0.4%	x	-10%	i	2%	21%
COc1ccc(N2CC(C(=O)Nc3ccc([N+](=O)[O-])cc3Br)CC2=O)cc1 (stereo not given)	-10%	0.1	12%	-0.4%	17%	-30%	i	1%	-6%
CCc1ccc(NCc2cc3cc4c(cc3n(CC(=O)Nc3ccccc3Cl)c2=O)OCO4)cc1	-4%	x	-1%	14%	x	17%	i	5%	29%
CC(=O)OC(C#CCN1CCOCC1)c1ccccc1 (stereo not given)	-35%	-1.7	-3%	-0.2%	1%	x	x	-5%	11%
NS(=O)(=O)c1ccc(NC(=O)CSc2nnc(-c3cnccn3)n2-c2ccccc2)cc1	3%	-0.4	18%	0.1%	-83%[inhibitor][15.6 µM]	5%	i	0%	2%
O=c1c2c3c(sc2nc(NCCO)n1Cc1ccco1)CCCCC3	-23%	-1.6	-23%	2.6%	-10%	36%	i	-3%	u
COc1ccc(NC(=O)CSc2nc3c(c(=O)n2-c2ccc(C)cc2)SCC3)c(OC)c1	-4%	-1.3	4%	2.9%	11%	-24%	u	-9%	-12%
O=C(CN1CCC(NC(=O)C2CC2)CC1)Nc1ccccc1[N+](=O)[O-]	9%	-0.8	25%	-0.7%	3%	1%	i	-5%	u
COc1ccc(CCN2C(=O)CCC3=C2CCC3=O)cc1OC	3%	0.1	-12%	-0.2%	4%	11%	i	x	x
